TEAD-YAP inh = TEAD-YAP interaction inhibition | HEK-TIYL cells, TEAD-Gal4/YAP UAS-luciferase luminescence | inhibition, % at 9.12 µM | 640,000 compounds, 1.4% hits | AID 1259422; in the data active means inhibition above about 32%;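 further: 0% = median of test compound wells and 100% = reference inhibitor wells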
FBW7 act = activators of human E3 ligase FBW7 | normalized activity (activation), % at 26.1 µM | Q969H0 | 650,000 compounds, 0.13% hits | AlphaScreen FBW7–phospho-cyclin E peptide binding, activator screen; in the data active means normalized activity above about 1.9%;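 further: purified mutant Fbw7 with reduced substrate affinity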
MITF inh = blocks human microphthalmia-associated transcription factor | inhibition, % at 2.6 µM | AlphaScreen MITF homodimerization, bead proximity signal | O75030 | 650,000 compounds, 0.91% hits; in the data active means inhibition above about 50%;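 further: 0% = vehicle wells with protein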
Target sequence (O75030 whole entry, looked up): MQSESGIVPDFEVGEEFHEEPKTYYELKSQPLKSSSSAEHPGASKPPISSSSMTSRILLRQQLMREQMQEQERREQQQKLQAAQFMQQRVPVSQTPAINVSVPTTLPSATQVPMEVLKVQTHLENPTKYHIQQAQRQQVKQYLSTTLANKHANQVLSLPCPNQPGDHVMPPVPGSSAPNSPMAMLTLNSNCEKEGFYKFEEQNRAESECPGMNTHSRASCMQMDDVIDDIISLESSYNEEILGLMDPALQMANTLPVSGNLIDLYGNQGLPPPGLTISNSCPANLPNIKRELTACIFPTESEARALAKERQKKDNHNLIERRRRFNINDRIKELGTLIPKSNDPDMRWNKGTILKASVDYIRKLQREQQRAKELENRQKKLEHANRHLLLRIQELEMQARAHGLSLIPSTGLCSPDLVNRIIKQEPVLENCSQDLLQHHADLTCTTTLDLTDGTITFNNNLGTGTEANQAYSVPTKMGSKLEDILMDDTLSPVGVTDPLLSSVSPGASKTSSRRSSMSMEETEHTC
GPR151 ag = activators of human GPR151; Q8TDV0; PathHunter beta-arrestin GPR151 cells, luminescence; activation, % at 11.2 µM; 650,000 compounds, 1% hits; AID 1508602; in the data active means activation above about 4.9%;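 further: 0% = median of compound wells and 100% = cells with positive control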
Target sequence (Q8TDV0 whole entry, looked up): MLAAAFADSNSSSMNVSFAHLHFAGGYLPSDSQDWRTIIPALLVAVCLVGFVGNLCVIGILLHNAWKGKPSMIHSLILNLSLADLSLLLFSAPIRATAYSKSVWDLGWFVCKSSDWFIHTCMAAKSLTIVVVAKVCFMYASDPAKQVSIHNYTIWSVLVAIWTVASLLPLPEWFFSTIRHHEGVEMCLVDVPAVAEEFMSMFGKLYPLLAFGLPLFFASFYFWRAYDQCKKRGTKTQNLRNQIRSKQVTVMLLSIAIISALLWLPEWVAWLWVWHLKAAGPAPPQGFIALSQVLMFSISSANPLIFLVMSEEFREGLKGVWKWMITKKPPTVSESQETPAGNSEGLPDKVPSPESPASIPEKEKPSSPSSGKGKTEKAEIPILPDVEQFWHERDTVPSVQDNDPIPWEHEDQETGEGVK
* marks the source's active call; other numbers are inactive results.

SMILES | TEAD-YAP inh | FBW7 act | MITF inh | GPR151 ag
COc1cccc(NC(=O)CSc2nc3c(sc(=S)n3-c3cccc(OC)c3)c3nc4ccccc4n23)c1 | 2.5 | 0.7 | 5.4 | -0.4
C/C(=N/O)c1ccc(NC2=C(N3CCCC3)C(=O)c3ccccc3C2=O)cc1 | 8.9 | -0.5 | -2.0 | 5.9*
Cn1c(C(=O)N2CCOCC2)cc2sc(Cl)cc21 | 1.7 | 0.0 | 4.2 | 0.3
CCN1C(=O)C(O)(CC(=O)c2ccc(Br)cc2)c2ccccc21 (stereo unspecified) | 3.2 | 0.0 | 0.8 | 0.5
O=C1[C@@H]2C[C@@H](CN2CC2CCCCC2)N1c1ccccc1F | -1.3 | 0.2 | 6.3 | 1.2
Cc1nc(SCC(=O)N2c3ccccc3Sc3ccccc32)n[nH]1 | 12.8 | 0.5 | 7.8 | 1.1
COc1cccc(CN2C[C@@H]3C[C@@H](c4cn[nH]c4-c4ccccc4)N4CCC[C@@]34C2=O)c1 | 12.5 | 0.0 | 5.8 | 0.4
Cc1ccc(S(=O)(=O)/N=C2\NC(=O)/C(=C\c3ccc4c(c3)OCO4)S2)cc1 | 8.4 | -0.1 | 14.5 | -0.4
COC(=O)CN1C(=O)COc2cc(S(=O)(=O)N3CCCCC3)ccc21 | -2.3 | 0.0 | 3.1 | 0.4
Cc1nonc1CNCc1ccccc1 | 5.9 | 1.0 | 15.0 | 0.1
COc1ccc(NS(=O)(=O)c2cc3c4c(c2)C(C)C(=O)N4CCC3)cc1Cl (stereo unspecified) | -4.0 | 0.2 | 17.1 | -0.4
CSc1ncc(CN2CCC(CO)(CCOc3ccccc3)CC2)cn1 | 9.7 | -0.1 | 2.9 | -0.4
COc1ccccc1NC(=O)CN(C)C | 1.7 | 0.3 | 13.6 | 1.5
Cc1csc(SCc2cc([N+](=O)[O-])cc3c2OCOC3)n1 | -5.5 | -0.1 | 0.9 | 0.1
CCOc1ccc(Nc2nnc(Cc3ccccc3)c(=O)[nH]2)cc1 | 14.9 | 0.0 | 7.8 | -0.2
COc1ccc(-c2cnc3ccc(NCc4ccccn4)nn23)cn1 | 14.7 | -0.8 | 11.9 | -1.6
O=C(Nc1cccc(C(F)(F)F)c1)NC1CC(=O)N(c2cccc(F)c2)C1 (stereo unspecified) | 7.2 | -0.1 | 5.3 | 2.5
O=C(CCN1CCOCC1)Nc1ccc(F)c(F)c1 | -0.8 | -0.1 | 16.3 | 0.2
O=C(NCc1ccccc1)c1ccc2c(c1)N(Cc1ccccc1)C(=O)CS2 | -1.8 | -0.2 | 1.8 | -0.2
c1ccc(OCCNc2nc(Nc3cnccn3)nc3nc[nH]c23)cc1 | 10.3 | 0.0 | -7.7 | 3.5
COCCCNCCOCCOc1ccc(Br)cc1 | 3.4 | -0.1 | 31.9 | 1.1
CC1=NN(C(=O)COc2ccc(Cl)cc2C)C(O)(C(F)F)C1 (stereo unspecified) | 1.7 | -0.2 | 6.9 | 1.8
CCOC(=O)Cc1csc(NC(=O)COc2ccccc2C(C)C)n1 | 7.0 | 0.0 | 4.8 | -0.5
O=C1OC(c2ccccc2Br)=N/C1=C\c1ccc(I)cc1 | 6.0 | 0.0 | 13.0 | 5.3*
CC(C)(C)NC(=O)c1nn2c(C(F)(F)F)cc(-c3ccccc3)nc2c1Cl | 2.6 | 1.1 | 18.1 | -0.4
The list continues.
SMILES | TEAD-YAP inh | FBW7 act | MITF inh | GPR151 ag
Cc1cccc2nc3c(c(=O)n12)CN(C(=S)Nc1ccccc1)CC3 | 6.2 | -0.2 | 5.9 | -1.2
CC(=O)N1CCN(c2ccc(NC(=O)c3ccc([N+](=O)[O-])cc3)cc2)CC1 | -19.9 | 0.7 | 13.0 | 0.3
O=C1CCC(=O)N1CNc1ccc(F)cc1 | 3.8 | 0.2 | 16.2 | -0.4
Cc1ccc(C(=O)Nc2cnn(-c3ccc(C(=O)N4CCCN(C=O)CC4)cc3)c2)c(C)c1 | 9.6 | -0.1 | -0.3 | -0.8
CCOC(=O)C(C)Sc1nnc(NC(=O)c2cc(OC)c(OC)cc2[N+](=O)[O-])s1 (stereo unspecified) | 1.4 | -0.1 | -2.4 | 0.2
COc1ccccc1NC(=O)CN(C1CCCCC1)S(=O)(=O)c1ccc(C)cc1 | -10.3 | -0.1 | -5.3 | -0.3
CC1Nc2ccccc2C(C(F)(F)F)(C(F)(F)F)O1 (stereo unspecified) | 2.7 | -0.1 | -8.7 | 0.6
O=C(Nc1c(C(=O)Nc2cccc(F)c2)oc2ccccc12)c1ccco1 | 6.0 | -0.1 | 1.3 | 0.2
COc1ccc(CCn2c(-c3ccc(S(=O)(=O)N4CCCC4)cc3)csc2=Nc2ccc(Cl)cc2)cc1OC | 9.2 | -0.2 | 8.7 | 0.1
Fc1cccc(-c2nnc(SCc3ccc(F)c4ccccc34)n2-c2ccccc2)c1 | -1.1 | -0.2 | 1.7 | 0.8
Cc1cc(NCCOc2ccccc2)nc(Nc2ccc(-n3ccnc3)cc2)n1 | 40.2* | -0.2 | 1.3 | 4.9
COc1ccc(C(=O)N/N=C(/C)c2cccc(N)c2)cc1OC | -7.4 | -0.2 | -19.5 | 0.5
O=C(O)c1cc2c3c(c1)C1C=CCC1C(c1ccc(F)cc1)N3CC1CC=CC21 (stereo unspecified) | 2.9 | 0.1 | 46.9 | 0.5
COc1ccccc1Cn1c(SCC(=O)N2CCN(c3ccccc3)CC2)nc2ccccc2c1=O | 1.2 | 0.0 | -0.8 | 0.0
O=C1NC(c2ccc(F)cc2)C(C(=O)c2ccccc2)C(O)(C(F)(F)F)N1 (stereo unspecified) | -3.4 | -0.1 | 1.5 | 0.0
COc1ccc(-n2c(C)cc(C)c(C(N)=O)c2=O)cc1 | 0.9 | -0.1 | 11.2 | -0.5
O=C(CNC(=S)N(Cc1ccccc1)Cc1cccnc1)NCCc1ccc(Cl)cc1 | -11.4 | -0.1 | 0.5 | -1.1
CC1CCN(c2nc(Cl)nc(NCCN3CCOCC3)n2)CC1 | 3.4 | 0.0 | 3.6 | -0.2
CCC(C)C(=O)NCc1nnc2n1CCN(Cc1ccc(N3CCCC3)cc1)CC2 (stereo unspecified) | -9.4 | 0.0 | -5.6 | -0.6
CCN(CC)c1ncc(C(=S)N=P(N(C)C)(N(C)C)N(C)C)s1 | 10.6 | 0.3 | 23.7 | -0.1
CCOC(=O)C1=C(C)N=c2s/c(=C\c3cc(I)c(O)c(OCC)c3)c(=O)n2C1c1ccc(OC)c(OC)c1 (stereo unspecified) | -11.7 | 0.1 | 9.4 | -0.1
N#CC1=C(N)Oc2n[nH]c(-c3ccc4c(c3)OCO4)c2C1c1cccnc1 (stereo unspecified) | -4.0 | -0.1 | -11.3 | 0.0
O=C1c2cccc3cccc(c23)C(=O)N1CCNCCO | 63.9* | 0.2 | -10.6 | 0.5
COc1ccc(CCNS(=O)(=O)c2ccc(C)c(C(N)=O)c2)cc1 | -4.1 | -0.1 | 0.5 | 0.0
COc1ccc(-n2nc(C(=O)Nc3ccc4c(c3)OCCO4)c3ccccc3c2=O)c(OC)c1 | 0.1 | 0.1 | 9.0 | -1.1
(more compounds)
SMILES | TEAD-YAP inh | FBW7 act | MITF inh | GPR151 ag
CC(C)CN1Cc2cccc(C(=O)N3CCCCC3c3nc4ccccc4[nH]3)c2C1=O (stereo unspecified) | 18.8 | -0.1 | 2.2 | -0.2
Cc1occc1-c1nnc(SCC(=O)c2ccccc2)n1CC1CCCO1 (stereo unspecified) | -4.2 | 0.2 | 15.9 | 2.0
COc1ccc(C(=O)N2CCN(C(C)C)CC2)cc1OC | -1.4 | -0.4 | 40.0 | -1.5
COc1ccc(C2C(C(=O)c3cccs3)=C(O)C(=O)N2CCN(C)C)cc1 (stereo unspecified) | -5.4 | 0.3 | -6.2 | -0.5
CCN(CC)CCCNC(=O)c1sc2ncn(CC(=O)N(CC)CC)c(=O)c2c1C | -1.5 | 0.2 | 1.2 | 1.1
COc1cccc(/C=N\Nc2nncc(-c3ccccc3)n2)c1 | -7.8 | 0.0 | 0.5 | 1.1
CC1CCCC(NC(=O)c2cc3c(=O)n4ccccc4nc3s2)C1C (stereo unspecified) | -13.1 | 0.4 | -15.8 | 1.3
Cc1nc2cc(C(=O)NCc3ccccc3Cl)ccc2n1-c1ccc(Br)cc1 | 7.9 | -0.1 | 1.1 | 0.1
COCCNc1oc(-c2ccco2)nc1S(=O)(=O)c1ccc(Br)cc1 | 3.2 | 0.0 | -7.2 | -0.2
CCOc1ccc(C(=O)Nc2ccc3oc(-c4cccnc4)nc3c2)cc1Br | -3.2 | 0.0 | 4.7 | 1.3
CNC(=S)NCCCNc1nc2c(C)c(C)ccc2cc1C#N | 6.2 | 0.0 | 0.5 | 0.8
Cc1ccc(Cn2nnc3c(=O)[nH]c(Cn4nnc(-c5ccccc5)n4)nc32)cc1 | -2.8 | 0.2 | 9.7 | 0.8
Cc1ccc(Nc2nc(NCCC3=CCCCC3)nc(N3CCOCC3)n2)cc1Cl | 3.4 | 0.0 | -4.3 | -0.1
COc1cccc(CN2CCN(Cc3ccc(OC)c(OC)c3)CC2CCO)c1 (stereo unspecified) | -2.5 | -0.1 | 6.3 | -0.2
O=C(N/N=C/c1c[nH]c2ccccc12)C12CC3CC(CC(C3)C1)C2 | -37.2 | 0.1 | -9.7 | -1.5
Cc1ccccc1CNC(=O)COc1ccc(Cl)cc1 | 4.3 | -0.1 | -15.8 | 0.8
CC[n+]1c(C)oc2ccc(-c3ccccc3)cc21 | -0.8 | 0.2 | 5.2 | 0.2
COc1ccc(NC(=O)CCCCCn2c(SCC(=O)c3ccc(Cl)c(Cl)c3)nc3ccsc3c2=O)cc1 | 12.1 | 0.1 | -15.3 | -0.7
CC(C)NC(=O)/C(C#N)=C\c1ccc(N(C)C)c(Br)c1 | -11.3 | 0.2 | 15.9 | 0.3
Cc1cc(=O)[nH]c(SCC(=O)Nc2ccc(Br)cc2)n1 | 5.0 | 0.1 | 11.3 | -1.9
Cc1cc(C)cc(NC2=C(N)C(=O)c3ccccc3C2=O)c1 | -28.0 | -0.3 | 25.8 | 2.5
CN1C(=O)C2(NN=C(Cc3ccccc3)S2)c2ccccc21 (stereo unspecified) | -4.7 | -0.9 | 20.3 | -0.6
CC(NC(=O)C(=O)N/N=C/c1ccncc1)c1ccccc1 (stereo unspecified) | -5.2 | -0.2 | 0.4 | 0.1
CC(C)C(NC(=O)c1ccccc1)C(=O)NC1=NCCS1 (stereo unspecified) | 13.0 | 0.0 | -5.7 | -1.1
Cn1cnnc1SCC(=O)N=C1NC(=O)CS1 | -10.1 | -0.1 | -6.8 | -2.2
(list continues)
SMILES | TEAD-YAP inh | FBW7 act | MITF inh | GPR151 ag
Nc1nc2nc(-c3ccc(Cl)cc3)cc(-c3ccccc3)n2n1 | -6.5 | 0.1 | -5.1 | 0.9
CCSc1nc2sccn2c(=O)c1C(=O)NCc1cccc(OC)c1 | -4.2 | 0.2 | 12.3 | 0.8
Cc1ccc(NC(=O)CCC(=O)O)cc1I | -3.4 | -0.2 | 0.2 | -0.4
Cc1[nH]n(-c2ccccc2)c(=O)c1/C=N/n1c(C)nc2ccccc2c1=O | -5.1 | -0.1 | 4.8 | -1.0
COc1ccc(/C=C/C(=O)O)cc1S(=O)(=O)Nc1cccc(/C=C/C(=O)O)c1 | 17.0 | -0.1 | 16.1 | -0.7
Cc1ccc(C)n1-c1cccc(C(=O)N2CCn3cnnc3C2)c1 | 7.8 | -0.1 | 2.3 | 1.3
O=C1NC2(CCN(CC(=O)N3CCOCC3)CC2)Nc2ccccc21 | 2.2 | 0.4 | 3.9 | -0.7
COc1ccc(-n2nnc3cnn(C)c3c2=O)cc1 | -16.5 | 0.0 | -1.6 | -3.2
CC(C)n1c(N2CCC(N3CCOCC3)CC2)nc2c(NCc3cccnc3)ncnc21 | 5.7 | -0.1 | -1.5 | 2.4
CC(C)NC(=O)CSc1nnc(-c2cccs2)n1N | 3.5 | 0.0 | -4.9 | -1.2
COC(=O)CN1C(=O)C2(C(C#N)=C(N)Oc3ccccc32)c2c1c1ccccc1oc2=O (stereo unspecified) | -6.0 | -0.1 | -6.0 | -0.5

Six compounds from above, limited to TEAD-YAP inh, MITF inh and GPR151 ag:
Structure	TEAD-YAP inh	MITF inh	GPR151 ag
COc1ccc(NC(=O)CCCCCn2c(SCC(=O)c3ccc(Cl)c(Cl)c3)nc3ccsc3c2=O)cc1	12.1	-15.3	-0.7
CC(C)NC(=O)/C(C#N)=C\c1ccc(N(C)C)c(Br)c1	-11.3	15.9	0.3
Cc1cc(=O)[nH]c(SCC(=O)Nc2ccc(Br)cc2)n1	5.0	11.3	-1.9
Cc1cc(C)cc(NC2=C(N)C(=O)c3ccccc3C2=O)c1	-28.0	25.8	2.5
CN1C(=O)C2(NN=C(Cc3ccccc3)S2)c2ccccc21 (stereo unspecified)	-4.7	20.3	-0.6
CC(NC(=O)C(=O)N/N=C/c1ccncc1)c1ccccc1 (stereo unspecified)	-5.2	0.4	0.1

Quoted from the entries so far for reference:
SMILES | TEAD-YAP inh | FBW7 act | MITF inh | GPR151 ag
CC(C)NC(=O)CSc1nnc(-c2cccs2)n1N | 3.5 | 0.0 | -4.9 | -1.2
COC(=O)CN1C(=O)C2(C(C#N)=C(N)Oc3ccccc32)c2c1c1ccccc1oc2=O (stereo unspecified) | -6.0 | -0.1 | -6.0 | -0.5

One compound at a time, as listed above.
CCOC(=O)Cc1csc(NC(=O)COc2ccccc2C(C)C)n1 in the list: TEAD-YAP inh: 7.0; FBW7 act: 0.0; MITF inh: 4.8; GPR151 ag: -0.5
COc1ccc(/C=C/C(=O)O)cc1S(=O)(=O)Nc1cccc(/C=C/C(=O)O)c1 in the list: TEAD-YAP inh: 17.0; FBW7 act: -0.1; MITF inh: 16.1; GPR151 ag: -0.7
COc1cccc(CN2CCN(Cc3ccc(OC)c(OC)c3)CC2CCO)c1 (stereo unspecified) in the list: TEAD-YAP inh: -2.5; FBW7 act: -0.1; MITF inh: 6.3; GPR151 ag: -0.2

Source: PubChem (The Scripps Research Institute Molecular Screening Center)
